# Glyco luc inh: increase of ERlucT glycosylation luciferase signal, primary screen, N-linked glycosylation inhibitor project, D54 ERlucT cells, luminescence, set 2; 360,000 compounds, 0.23% hits; reporter increase, % at 12.5 µM; D54 ERlucT glycosylation luciferase reporter, 24 h; percent of 100 nM tunicamycin response; AID 588692, 2011;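 active means mean luciferase reporter signal, scaled so untreated is 0 and the glycosylation-blocking control 100, at or above a set limit in every replicate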;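 further: luciferase carries N-glycosylation sites so blocking glycosylation raises the light; 0% = median of neutral control wells and 100% = median of 100 nM tunicamycin wells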
# Cardio protect: cardioprotection against H2O2-induced cell death, primary screen, uHTS, H9c2 cells, ATPLite luminescence; 360,000 compounds, 0.63% hits; AID 588492, 2011; protection from H2O2 cell death, % at 20 µM; H9c2 cardiomyocytes, H2O2 injury protection, 2 h;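 active means compounds giving at least 50% protection of heart cells from peroxide-induced death in the single-dose screen, raw or plate-pattern-corrected value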;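 further: 0% = DMSO wells with peroxide and 100% = DMSO wells without peroxide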
# HTR2A ag: mouse Htr2a agonists via beta-arrestin recruitment, primary screen, cell-based, luminescence; 5-hydroxytryptamine receptor 2A (Mus musculus), P35363; CHO-K1 mHTR2A beta-arrestin complementation; percent of 30 µM serotonin response; activation, % at 7.6 µM; 360,000 compounds, 0.66% hits;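 active means activation above a run cutoff, the mean activation of all tested compounds plus 3 SD, cut at about 14% in these data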;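 further: 0% = plate median of compound wells and 100% = 30 µM serotonin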
# Target sequence (P35363 whole entry, looked up): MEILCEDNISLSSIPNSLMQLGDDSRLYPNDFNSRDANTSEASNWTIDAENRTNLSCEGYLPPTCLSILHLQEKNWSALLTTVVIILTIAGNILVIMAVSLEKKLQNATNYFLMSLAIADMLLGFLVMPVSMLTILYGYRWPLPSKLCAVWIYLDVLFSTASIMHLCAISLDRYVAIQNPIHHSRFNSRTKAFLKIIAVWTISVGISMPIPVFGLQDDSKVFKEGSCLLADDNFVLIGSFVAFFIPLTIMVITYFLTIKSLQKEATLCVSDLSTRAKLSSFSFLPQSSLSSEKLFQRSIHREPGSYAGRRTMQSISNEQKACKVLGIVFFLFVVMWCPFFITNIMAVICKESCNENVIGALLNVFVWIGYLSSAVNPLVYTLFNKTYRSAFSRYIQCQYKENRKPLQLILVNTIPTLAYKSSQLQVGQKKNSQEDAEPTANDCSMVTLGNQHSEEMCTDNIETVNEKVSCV
# MC4R barr agon: MC4R agonists recruiting beta-arrestin, primary screen, cell-based, luminescence, agonist arm of biased-ligand search | Melanocortin receptor 4 (Homo sapiens), P32245 | U2OS MC4R beta-arrestin complementation; percent of melanotan II response, DMSO zero | activation, % at 8.9 µM | 360,000 compounds, 0.98% hits | AID 540308, 2011;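 active means activation above a per-plate cutoff, the mean activation of sample wells on that plate plus 3 SD, cut at about 8% in these data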
# Target sequence (P32245 whole entry, looked up): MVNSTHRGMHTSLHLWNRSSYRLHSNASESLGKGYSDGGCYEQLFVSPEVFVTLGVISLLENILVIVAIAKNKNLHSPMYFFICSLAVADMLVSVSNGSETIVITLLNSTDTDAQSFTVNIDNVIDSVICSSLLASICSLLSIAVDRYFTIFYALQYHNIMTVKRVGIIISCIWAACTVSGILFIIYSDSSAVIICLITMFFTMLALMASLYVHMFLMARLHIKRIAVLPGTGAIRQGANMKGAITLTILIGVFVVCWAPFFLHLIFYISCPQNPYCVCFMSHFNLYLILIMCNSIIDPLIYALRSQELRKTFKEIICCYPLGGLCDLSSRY
# Exocytosis inh: LAMP-1 surface exposure blockers, TALL-104 cells – cell-based, flow cytometry, MLPCN library, primary screen | TALL-104 LAMP-1 surface exposure; cells stimulated with thapsigargin and PMA | inhibition, % at 10 µM | 360,000 compounds, 0.66% hits;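 active means inhibition above about 55%, limit read from the data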
# ABCB6 inh MLPCN: ABCB6 transporter inhibitors, primary screen, K562-ABCB6 cells, flow cytometry, MLPCN library; 360,000 compounds, 0.19% hits; K562-ABCB6 porphyrin accumulation, 1 h; hits give low values; AID 602162, 2011; fluorescence ratio to DMSO, % at 10 µM;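 active means fluorescence ratio to DMSO below 75%, the collection mean minus 3 SD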;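 further: signal is porphyrin accumulated inside mitochondria; 100% equals median channel fluorescence of DMSO control wells; lower ratio means ABCB6 inhibition with less porphyrin fluorescence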
# ABHD5 PLIN5 PPI: ABHD5-PLIN5 interaction inhibitors, primary screen, cell lysate, split luciferase complementation, luminescence; Perilipin-5 (Homo sapiens) + 1-acylglycerol-3-phosphate O-acyltransferase ABHD5 (Homo …; Split G. princeps luciferase complementation, 4 h; inhibition, % at 4 µM; 360,000 compounds, 0.78% hits; AID 602281, 2012;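 active means inhibition above the mean inhibition across every tested compound plus 3 SD, cut at about 22% in these data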;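 further: 0% = DMSO only wells and the 100% control is not disclosed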
# aDG glyco up: activators of alpha-DG glycosylation, primary screen, uHTS, Pro5-aDG cells, AlphaScreen; 360,000 compounds, 0.22% hits; activation, % at 10 µM; alpha-DG glycosylation AlphaScreen (IIH6); 0% Pro5, 100% B10-LARGE cell signal;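 active means activation of at least 8% versus controls, or a plate z-score of at least 8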;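 further: Pro5 are CHO cells carrying HIG-tagged alpha-DG that lacks glycosylation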
# MC4R antagonist: MC4R antagonists of cAMP signaling, primary screen, cell-based, TR-FRET, antagonist arm of biased-ligand search; inhibition, % at 6.5 µM; MC4R-expressing cells, MTII-stimulated cAMP, LANCE TR-FRET; 360,000 compounds, 0.48% hits;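 active means inhibition above its plate's cutoff, the mean of tested wells on that plate plus 3 SD, cut at about 29% in these data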;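 further: 0% = Melanotan II alone and 100% = Melanotan II plus saturating MCL0020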
#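 material = U2OS cells stably expressing human melanocortin 4 receptor (MC4R) | also added = Melanotan II challenge | dosing = single nominal compound dose of 6.5 µM | detection = TR-FRET with Eu-cAMP and labeled anti-cAMP, 671 nm | replication = singlicate | timing = compound 30 min, challenge 1 h, detection 1 h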
# iPSC survival up: enhancers of single-cell hiPSC survival, primary screen, ATPlite luminescence; 100% = ROCK inhibitor wells, 0% = DMSO; 360,000 compounds, 0.044% hits; AID 602274, 2012; survival enhancement, % at 20 µM; in the data active means survival enhancement above about 18%;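 further: cells exposed to compounds for 16 hours before the ATP read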
# Numbers without * were called inactive.
SMILES,Glyco luc inh,Cardio protect,HTR2A ag,MC4R barr agon,Exocytosis inh,ABCB6 inh MLPCN,ABHD5 PLIN5 PPI,aDG glyco up,MC4R antagonist,iPSC survival up
COc1ccc(C/C(N)=N/OC(=O)c2cccs2)cc1,1.7,-5.2,-0.8,-2.9,6.2,99.0,0.7,-0.3,14.0,0.8
OCCCCC#Cc1c(-c2ccsc2)sc2ccccc12,2.1,-5.5,-2.5,-1.9,-0.1,98.0,-1.4,0.2,4.7,2.0
CCOC(=O)Nc1cc(NC(=O)OCC)ncn1,2.8,-3.1,5.6,-1.3,17.2,95.0,2.4,0.1,-0.9,-0.4
COc1ccc(N2CCN(c3nc(Nc4ccc(C)c(F)c4)nc(N4CCCC4)n3)CC2)cc1,-0.3,-6.3,-4.6,-0.9,-4.0,100.0,-7.6,-0.4,15.5,-0.7
CN(C(=O)c1cccc(NC(=O)Cc2ccc(NC(=O)C3CCN(C(=O)C4CCCCC4)CC3)cc2)c1)C1CCCC1,-1.8,-4.3,0.7,0.9,-3.6,97.0,9.2,0.0,-0.1,1.5
Cc1ccc(/C(=N/Nc2ncnc3ccccc23)C(=O)O)cc1,-0.5,1.3,3.3,1.2,7.2,98.0,-5.8,0.0,11.2,1.0
Cn1c(=O)n(C)c2cc(/C=N/n3cnnc3)ccc21,2.7,-3.6,1.4,-1.3,-3.3,105.0,-11.6,-0.2,-5.1,0.2
CCCCNc1c(-c2ccc(OC)c(SC(C)CC)c2)nc2ccc(Cl)cn12 (stereo not drawn),-3.4,7.8,-2.2,3.7,0.4,98.0,-10.7,-0.2,14.9,2.1
O=C(COC(=O)/C=C/c1cccs1)Nc1ccc2ccccc2c1,0.4,-8.0,2.0,15.6*,1.9,96.0,2.6,0.0,7.0,2.6
CC(NC(=O)C(=O)NCCN1CCN(C(=O)c2ccccc2Br)CC1)c1ccccc1 (stereo not drawn),-1.2,2.3,2.9,-1.8,12.6,103.0,-3.7,-0.1,13.9,0.2
COc1ccc(OC)c(N(CC(=O)NCCSCc2ccco2)S(=O)(=O)c2ccccc2)c1,-3.2,15.5,-0.2,-0.2,85.3*,98.0,-0.1,-0.1,5.5,-0.7
CCOC(=O)NNc1ccc(C(F)(F)F)cn1,1.7,5.3,0.7,-2.2,1.3,94.0,1.2,-0.1,4.3,-0.7
Cc1ccsc1CNC(=O)C1(C)CCN1C(=O)C(C)C (stereo not drawn),0.6,5.2,1.6,4.2,-2.1,111.0,3.5,0.5,12.8,0.0
O=C(COc1ncnc2cc([N+](=O)[O-])ccc12)NCc1ccc2c(c1)OCO2,-0.1,18.8,-4.4,-0.1,-1.2,98.0,0.3,0.2,-3.0,1.0
Cc1c(C(=O)N2CCCCC2)c(S(=O)(=O)N2CCN(c3ccc(Cl)cc3)CC2)c(C)n1C,2.0,-2.9,-5.1,-0.3,-0.9,100.0,-0.5,0.0,2.8,-0.5
N#Cc1ccc(CN2C=NS(=O)(=O)c3ccccc32)cc1,1.2,5.9,10.8,-1.5,-5.4,103.0,1.4,0.0,6.5,2.7
COc1ccccc1CN(C(=O)c1cnccn1)C(C(=O)NC1CCCCC1)c1cc(OC)c(OC)c(OC)c1 (stereo not drawn),5.3,1.9,-4.4,-1.4,6.5,95.0,5.7,0.0,2.6,-0.5
COc1cc(C(O)c2nc(-c3cccc(F)c3)cs2)ccc1F (stereo not drawn),0.1,-13.0,-0.4,3.2,-1.5,102.0,3.8,-0.1,1.1,-2.5
O=c1oc2ccccc2c2[nH]ccc12,2.5,9.4,2.7,-1.8,-4.9,103.0,-3.0,-0.2,3.3,0.2
NC(=O)c1ccc(NC(=O)CSc2nnc(C3CCCCC3)n2N)cc1,-0.9,-3.4,6.5,0.5,-2.2,96.0,9.6,-0.4,-1.6,0.0
COc1ccccc1/C=[N+](\[O-])C1SC(=S)N(C)C1(C)C (stereo not drawn),2.3,3.9,-4.0,1.3,0.0,111.0,2.5,0.0,4.4,0.8
COc1ccc(CCNC(=O)Cn2c(=O)n(Cc3ccco3)c(=O)c3ccc(Cl)cc32)cc1OC,-0.7,3.7,3.5,-0.4,-0.2,95.0,4.6,0.3,21.9,1.4
CC1CCCCN1CCCNC(=O)c1nn(C)c2c1CSc1ccccc1-2 (stereo not drawn),-1.6,9.9,-7.9,-1.2,-2.4,105.0,-0.4,1.9,3.1,0.7
c1ccc2oc(C3=NNC(=NC4CC4)SC3)cc2c1,-13.7,-2.6,-13.0,-1.4,4.6,102.0,-23.3,5.1,-1.2,-3.6
Cc1cccc(NC(=O)c2nc[nH]c2C(=O)NC2CCN(C(=O)OC(C)(C)C)CC2)c1,2.8,22.0,2.3,2.2,-3.1,102.0,-6.5,0.1,13.6,-2.5
Cc1ccc(CCNC(=O)c2nn(C)c3c2CS(=O)(=O)c2ccccc2-3)cc1,-1.2,9.4,-2.3,2.7,-9.5,95.0,-0.5,0.0,-1.7,0.9
Cn1c(NCCN(CCO)CCCc2ccc([N+](=O)[O-])cc2)cc(=O)n(C)c1=O,1.4,-4.4,0.6,1.3,-2.2,96.0,29.8*,0.1,4.6,3.5
C=C1CCN([C@@H](C)C(=O)NCCCCCC)S(=O)(=O)c2ccccc21,0.2,5.1,1.5,0.8,10.6,93.0,4.8,0.6,-2.3,2.6
CCOc1cc(CNc2ccc(Br)cc2)cc(Br)c1OCC(=O)NC(C)(C)C,-3.9,-13.2,-0.3,3.0,5.7,100.0,4.0,0.6,-17.5,-1.5
Cc1ccc(S(=O)(=O)NCCSc2ncccn2)cc1,0.2,6.5,-1.3,-3.6,-3.5,94.0,-1.0,0.0,1.9,3.2
CNc1cc(NS(=O)(=O)c2ccc(N)cc2)nc(NC)n1,2.1,9.9,-2.0,-1.0,0.7,96.0,-3.2,2.5,-2.2,-0.3
COc1cc2[nH]c3c(N4CCN(c5ccccn5)CC4)ncnc3c2cc1OC,-0.4,39.2,7.5,2.0,51.9,90.0,4.7,-0.6,2.1,2.7
CC(=O)N1N=C(c2ccc(C)cc2)OC1c1ccc(Br)cc1 (stereo not drawn),-1.0,-10.3,2.0,2.0,-0.3,98.0,-0.5,0.0,1.1,-2.2
CCc1cn(S(=O)(=O)c2ccccc2OC)nc1N,2.2,-9.9,-3.7,-0.4,0.4,100.0,8.7,0.0,3.7,0.4
CCN(C(=O)Cn1c(=O)oc2ccccc21)c1cccc(C)c1,-1.9,0.2,0.3,-0.4,-6.4,99.0,-4.0,0.0,2.4,-0.3
CCN(CC(=O)Nc1ccc2c(c1)OCCO2)C(=O)/C=C/c1ccc(OC)cc1OC,3.9,0.2,-2.5,-0.9,-6.0,102.0,-0.5,0.1,-2.5,-0.1
Cc1sc2nc(C(C)C)nc(SCC(=O)N3c4ccccc4CC3C)c2c1C (stereo not drawn),-4.1,-4.9,-3.5,-1.0,-1.3,98.0,-1.2,0.2,9.4,-2.2
O=C(CNC(=O)c1cc(S(=O)(=O)N2CCCCC2)ccc1N1CCOCC1)Nc1ccc(F)c(F)c1,0.5,5.8,-3.2,-1.8,2.0,100.0,-4.4,0.4,-0.4,-0.1
Cc1ccc(NC(=O)c2sc3nc4c(c(-c5ccco5)c3c2N)CCC4)cc1,1.7,-0.9,5.1,-1.8,1.4,104.0,-3.1,0.8,1.6,-0.5
CCCn1c2ccccc2c2nnc(SCC(=O)Nc3c(C)n(C)n(-c4ccccc4)c3=O)nc21,0.7,5.9,0.8,-1.7,-0.4,94.0,-1.7,-0.1,5.0,-2.0

# Random excerpt: 2 compounds from above, in no set order.
SMILES,Glyco luc inh,Cardio protect,HTR2A ag,MC4R barr agon,Exocytosis inh,ABCB6 inh MLPCN,ABHD5 PLIN5 PPI,aDG glyco up,MC4R antagonist,iPSC survival up
COc1cc2[nH]c3c(N4CCN(c5ccccn5)CC4)ncnc3c2cc1OC,-0.4,39.2,7.5,2.0,51.9,90.0,4.7,-0.6,2.1,2.7
CCN(CC(=O)Nc1ccc2c(c1)OCCO2)C(=O)/C=C/c1ccc(OC)cc1OC,3.9,0.2,-2.5,-0.9,-6.0,102.0,-0.5,0.1,-2.5,-0.1

# Later entries
SMILES,Glyco luc inh,Cardio protect,HTR2A ag,MC4R barr agon,Exocytosis inh,ABCB6 inh MLPCN,ABHD5 PLIN5 PPI,aDG glyco up,MC4R antagonist,iPSC survival up
Cc1nc(-c2cccc(NC(=O)c3ccc(Cl)c(S(=O)(=O)N4CCCC4)c3)c2)cs1,-3.8,9.3,-3.2,-1.3,0.5,96.0,2.7,-0.2,31.4*,2.3
O=C(Nc1ccc(F)cc1)c1ccc(CSc2ccccc2)o1,-0.5,-21.1,-2.7,-1.3,19.3,104.0,2.2,0.2,-1.2,2.4
CCOCCCNCc1ccc(OC)c(OC)c1,-0.8,8.8,1.4,0.0,-2.2,106.0,3.3,0.2,17.2,-2.6
CS(=O)(=O)c1nc(S(=O)(=O)c2ccc(Cl)cc2)c(N2CCC(O)CC2)s1,-6.4,-1.1,-2.0,-2.6,1.4,104.0,-5.2,-0.1,7.6,-0.4
Cn1cc(C(=O)NCc2ccc(F)cc2)c(=O)c2cc(S(=O)(=O)N3CCCCC3)ccc21,-0.1,5.3,-2.2,2.2,-3.9,95.0,-3.2,-0.2,9.0,0.3
CCn1nc(C)c(Br)c1-c1nc(-c2cccc(C)c2)no1,0.3,-4.4,0.7,1.3,-20.8,100.0,7.8,-0.2,8.9,1.0
CCc1ccc(/C=C(/C#N)C(N)=S)s1,-1.0,-0.9,4.8,1.8,-0.8,104.0,-2.4,0.1,-6.0,0.6
CCCCn1c(N)c(N(CCOC)C(=O)C2CC(=O)N(Cc3ccco3)C2)c(=O)[nH]c1=O (stereo not drawn),2.3,5.1,3.7,-0.3,23.0,98.0,-7.1,0.4,4.6,-0.5
CCCCCCCC(=O)Nc1cc(C(=O)NCc2ccc(C)cc2)ccc1N1CCC2(CC1)CC(c1ccccc1)=NO2,2.7,-6.1,13.1,-1.6,-2.2,105.0,-3.2,-0.4,3.6,4.7
CCCCn1c(O)c(/C=C2\C=Nc3ccccc32)c(=O)[nH]c1=O,0.4,13.4,2.1,6.2,0.2,131.0,16.9,-0.1,-22.0,0.5
O=C(C1CCN(c2nc3nonc3nc2N2CCCCC2)CC1)N1CCOCC1,2.1,3.5,7.1,1.2,2.3,100.0,-4.0,-0.3,14.2,-0.5
O=C(CNC(=S)N(CCCN1CCOCC1)Cc1cccs1)N1CCCC1,-0.6,9.8,4.7,0.6,-3.7,92.0,1.6,0.3,1.8,-0.8
Cc1nc2ccccn2c(=O)c1NC(=O)c1ccc2c(c1)OCO2,1.6,7.0,1.8,1.2,2.0,97.0,-1.1,-0.2,5.8,-2.8

# Assay outcomes as filed in PubChem.
